# PI4K2A block: qHTS for small molecular inhibitors of PI4K2A; 420,000 compounds, 0.13% hits; AID 1346378, 2018; activity change, negative = inhibition, % at 76.9 µM; purified PI4K2A, ADP-Glo luminescence, 1 h; stronger effect = lower value; Phosphatidylinositol 4-kinase type 2-alpha (Homo sapiens), Q9BTU6; in the data active = activity change below about -50%; inconclusive = mostly about -30% to -49%;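 note: -100% = wells without enzyme as full effect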
#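 In this quantitative HTS, ADP production by PI4K2A was quantified luminescently after 1 h at ambient temperature; 100 microM adenosine served as plate-quality control.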
# GLS inh: qHTS for Inhibitors of Glutaminase (GLS); Glutaminase kidney isoform, mitochondrial (Homo sapiens), O94925; GLS enzymatic activity, qHTS titration; Potency, µM (highest dose often 45.5 µM), for inactives: at the top dose activity change, negative = inhibition, actives largely listed as inhibitors; 410,000 compounds, 0.21% hits; note: potency is the fitted concentration of half-maximal effect; % is set by controls: 0 for no effect and ±100 for the full control effect
# Target sequence (O94925 whole entry, looked up, canonical isoform): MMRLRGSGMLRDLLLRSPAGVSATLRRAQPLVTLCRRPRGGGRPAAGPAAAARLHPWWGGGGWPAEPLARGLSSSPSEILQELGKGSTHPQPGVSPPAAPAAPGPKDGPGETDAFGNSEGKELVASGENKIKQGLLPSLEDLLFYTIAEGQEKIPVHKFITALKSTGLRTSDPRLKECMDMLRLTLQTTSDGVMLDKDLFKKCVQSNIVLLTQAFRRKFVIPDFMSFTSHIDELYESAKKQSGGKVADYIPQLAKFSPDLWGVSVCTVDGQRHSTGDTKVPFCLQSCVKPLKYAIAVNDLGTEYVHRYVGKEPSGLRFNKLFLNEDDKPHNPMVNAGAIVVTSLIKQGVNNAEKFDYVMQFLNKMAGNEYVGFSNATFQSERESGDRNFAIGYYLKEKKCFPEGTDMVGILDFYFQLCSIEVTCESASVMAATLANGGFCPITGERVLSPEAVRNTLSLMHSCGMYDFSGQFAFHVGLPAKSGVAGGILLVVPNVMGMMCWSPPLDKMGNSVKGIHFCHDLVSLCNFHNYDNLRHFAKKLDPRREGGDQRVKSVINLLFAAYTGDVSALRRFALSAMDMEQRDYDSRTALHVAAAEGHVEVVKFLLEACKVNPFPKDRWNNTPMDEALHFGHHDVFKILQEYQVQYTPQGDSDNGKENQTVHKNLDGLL
#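 Compounds were pin-transferred onto hKGA, after which L-glutamine (1 mM solution) and a detection mix of glutamate oxidase, HRP and Amplex Red were added. Initial and 30 min RT fluorescence reads were collected.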
# BAZ2B inh: qHTS Assay for Inhibitors of BAZ2B | Bromodomain adjacent to zinc finger domain protein 2B (Homo sapiens), Q9UIF8 | AlphaScreen BAZ2B-H3K14Ac peptide displacement | Potency, µM (series often up to 114 µM), without a hit: at the top dose activity change, negative = inhibition, actives largely listed as inhibitors | 360,000 compounds, 4.4% hits | AID 504333, 2011; note: potency is the fitted concentration of half-maximal effect; % is set by controls: 0 for no effect and ±100 for the full control effect; nearly all actives have a fitted effect of over 60% in size
#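 Inhibition is scored as reduced AlphaScreen emission. The BAZ2B/b-H3(5-23)K14Ac complex (50 nM each) in PBS pH 7.4, 0.01% Tween-20 meets compound (up to 110 uM) for 30 min at RT before bead addition.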
# JMJD2A Tudor inh: qHTS Assay for Inhibitors of JMJD2A-Tudor Domain; AlphaScreen JMJD2A-Tudor / H3K4me3 peptide binding; 390,000 compounds, 4.4% hits; Potency, µM (highest dose often 114 µM), for the others: at the highest dose activity change, negative = inhibition, hits mostly inhibitors; note: potency is the fitted concentration of half-maximal effect; % is set by controls: 0 for no effect and ±100 for the full control effect; nearly all actives have a fitted effect of over 50% in size
# HP1b chromo inh: HTS for Inhibitors of HP1-beta Chromodomain Interactions with Methylated Histone Tails; 390,000 compounds, 0.56% hits; Potency, µM (doses to about 114 µM), without a hit: at the highest dose activity change, negative = inhibition, usual class: inhibitors; AlphaScreen HP1-beta / biotin-H3K9me3 peptide binding; note: potency is the fitted concentration of half-maximal effect; nearly all actives have a fitted effect of over 70% in size; inactives centre near 23
# Target sequence (P83916 whole entry, looked up): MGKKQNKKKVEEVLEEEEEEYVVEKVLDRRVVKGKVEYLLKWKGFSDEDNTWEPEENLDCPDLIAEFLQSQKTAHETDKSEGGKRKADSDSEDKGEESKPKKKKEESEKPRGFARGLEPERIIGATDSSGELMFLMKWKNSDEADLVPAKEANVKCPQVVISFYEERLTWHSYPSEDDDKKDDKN
#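 Compound inhibition of the preformed complex between 50 nM HP1-beta and 50 nM biotinylated H3K9me3 peptide was read by AlphaScreen. Buffer was PBS pH 7.4 with 0.01% Tween-20. Incubations ran 30 min at room temperature, with 10 ug/mL donor/acceptor beads.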
# Pin1 inh: qHTS Assay to Find Inhibitors of Pin1. Peptidyl-prolyl cis-trans isomerase NIMA-interacting 1 (Homo sapiens), Q13526. Pin1 FP peptide displacement, HiFluor488, 10 min. Potency, µM (doses to about 115 µM), for inactives: at the top dose activity, negative = inhibition, hits mostly inhibitors. 390,000 compounds, 0.009% hits. AID 504891, 2011; active = well fitted inhibition curve with a large enough effect in the polarisation, with a control signal flat, not every such curve was filed as active; inconclusive = small, poorly fitted or top-dose-only effect, or effect the other way, or a change in a side signal; inactive = no such curve, though single readings can be large or run the other way; the % refers to the polarisation; note: potency is the fitted concentration of half-maximal effect; % is set by controls: 0 for no effect and ±100 for the full control effect
# Target sequence (Q13526 whole entry, looked up): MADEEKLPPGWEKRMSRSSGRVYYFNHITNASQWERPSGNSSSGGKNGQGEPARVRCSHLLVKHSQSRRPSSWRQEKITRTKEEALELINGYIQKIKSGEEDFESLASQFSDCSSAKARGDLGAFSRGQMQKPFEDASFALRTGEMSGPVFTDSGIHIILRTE
# ERG Ets-DNA blk: qHTS for Small Molecule Inhibitors of the ERG Ets/DNA interaction. fluorescence polarization, His-ERG Ets domain / labelled DNA. 370,000 compounds, 0.028% hits. Transcriptional regulator ERG (Homo sapiens), P11308. Potency, µM (highest dose often 76.9 µM), without a hit: top-dose FP activity, negative = inhibition, usual class: inhibitors. AID 624246, 2012; active = well fitted inhibition curve with a large enough effect in the polarisation, with a control signal flat; inconclusive = small, poorly fitted or top-dose-only effect, or effect the other way, or a change in a side signal; inactive = no such curve, though single readings can be large or run the other way; the % refers to the polarisation;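 note: polarization taken with two DNA probes labelled with fluorescein and Texas red; potency is the fitted concentration of half-maximal effect; % of control where 0% means no effect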
#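 His-tagged ERG Ets domain (1 uM in the protein solution; 300mM KCl, 50mM Tris-HCl, 1mM EDTA, 1mM DTT, pH 7.5) received compound, then a probe mix of 5 nM fluorescein-DNA and 100nM Texas-615-DNA. Fluorescence polarization was read for both dyes.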
# Tb PGK inh: qHTS Assay to Find Inhibitors of Phosphoglycerate Kinase. Phosphoglycerate kinase, glycosomal (Trypanosoma brucei brucei), P07378. 380,000 compounds, 0.043% hits. AID 602233, 2012. Potency, µM (titrated, usually from 57.5 µM), without a hit: at the top dose activity change, negative = inhibition, most hits filed as inhibitors. PGK/GAPDH coupled, Kinase-Glo luminescence, 60 min; note: potency is the fitted concentration of half-maximal effect; % is set by controls: 0 for no effect and ±100 for the full control effect; nearly all actives have a fitted effect of over 60% in size
#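 Luminescent ATP detection (Kinase-Glo Plus) follows a 60-minute room-temperature incubation, with wells lacking PGK as controls. Buffer: 100 mM TEA (pH 7.6), 5 mM MgCl2, 0.01% Tween-20. Coupling enzyme GAPDH (100 nM final) supplies unstable 1,3-BPG in-well.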
# G9a inh: qHTS Assay for Inhibitors of Histone Lysine Methyltransferase G9a; Potency, µM (series often up to 102 µM), inactives show at the highest dose activity, negative = inhibition, usual class: inhibitors; 350,000 compounds, 8.8% hits; G9a H3K9 monomethylation, AlphaScreen, 2 h; note: potency is the fitted concentration of half-maximal effect; % is set by controls: 0 for no effect and ±100 for the full control effect; nearly all actives have a fitted effect of over 75% in size
#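 G9a (20 nM) was preincubated 15 min with compound, then reacted 2 h at room temperature with 500 nM biotin-H3K9 peptide and 20 µM SAM. Monomethyl-H3K9 detected by AlphaScreen using anti-H3K9me1 antibody.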
# The depositor's hits bear a star; i = inactive; ? = inconclusive; nt = not tested or not shown; [ ] = dose if it differs, or a comment. Unless noted, calls come from the whole dose curve; as a rule, active = well fitted curve in the direction sought with a large enough effect; inconclusive = small, poorly fitted or top-dose-only effect, or another doubt; inactive = no such curve, though single readings can be large; an effect the other way counts as inactive or inconclusive.
SMILES	PI4K2A block	GLS inh	BAZ2B inh	JMJD2A Tudor inh	HP1b chromo inh	Pin1 inh	ERG Ets-DNA blk	Tb PGK inh	G9a inh
CC(C)(C)NC(=O)CSc1nc2ccccc2c(=O)[nH]1	-6	2%	-21%	7%	53%[activator]	-7%	3%	-7%	2%
CCOc1ccc(CNC(=O)c2ccc(Sc3ccc(C)cc3)c(NC(C)=O)c2)cc1	1	1%	-30%	-17%	10%	1%	-1%	-3%	2%
CCCOc1ccc(-c2nonc2NC(=O)c2cc(OC)c(OC)c(OC)c2)cc1OCCC	-3	-8%	-21%	0%	48%[activator]	0%	-9%	-6%	-3%[59 µM]
O=C1C(=O)N(Cc2ccncc2)C(c2cccc(O)c2)/C1=C(\O)c1ccc2c(c1)OCCO2 (stereo unspecified)	2	24%	?	-22%	13%	6%	7%	5%	45µM*
CCCCNC(=S)NNC(=O)c1c(C)nc2ccccn12	8	?	-13%	-10%	22%	-2%	1%	0%	?
O=c1oc2c(CN3CCOCC3)c(O)ccc2c2ccccc12	14	14%	10%[57.1 µM]	-12%	38%[activator]	-4%	-1%	i	?
O=C(CN1CCN(c2ccc(Cl)cc2)CC1)NCc1ccccc1	1	-3%	-8%	-22%	28%	0%	-3%	20%	3%
COc1cc(/C=N/NC(=O)c2sc3nc(C)cc(C)c3c2N)ccc1O	-4	-17%	0%	8%	33%[activator]	13%	2%	4%	-38%
COc1ccccc1CNC(=O)CN1C(=O)NC(C)(c2ccc(C)cc2)C1=O (stereo unspecified)	4	1%	7%	-8%	12%	-3%	-9%	-1%	16%
O=C(c1cnc2sccn2c1=O)N1CCc2ccccc2C1	-7	1%	nt	-16%	23%	0%	-6%	-3%	?
COc1ccc2[nH]cc(C(=O)CN3CCCCC3)c2c1	0	0%	-7%	-4%	27%	-13%	3%	2%	-11%[59 µM]
OCCCNC(=S)Nc1ccc(Br)cc1Cl	-2	-1%	-1%	-3%	38%	4%	2%	-3%	12%
COc1ccc([C@@H]2[C@@H]3C(=O)N(C(C)(C)C)C(=O)[C@@H]3[C@]3(Cc4ccccc4)C(=O)N(c4cccc(F)c4)C(=O)N23)cc1	-3	1%	20%	-9%	39%	5%	-13%	-8%	-2%[12.7 µM]
NS(=O)(=O)c1ccc(CCNC(=O)C(=O)NCC2OCCN2C(=O)c2ccc3c(c2)OCO3)cc1 (stereo unspecified)	0	5%	-2%	-4%	25%	2%	2%	10%	-5%
COCCCn1c(C)csc1=Nc1cccnc1	-1	-2%	-25%	-15%	33%	2%	18%	-1%	18%[59 µM]
O=C(CSc1nnc(-c2cccnc2)o1)Nc1ccccc1Br	-3	-11%	-1%	-5%	26%	11%	-17%	-7%	16%
N#Cc1cnn2c1nc(N1CCCCC1)c1ccccc12	0	-1%	-7%	15%	42%[activator]	-4%	9%	-5%	-13%[0.0925 µM]
COc1cccc(OCC(=O)NNC(=O)c2ccc(-c3ccccc3)cc2)c1	-14	-3%	-1%	-11%	?	17%	-4%	-7%	-37%[0.0925 µM]
O=S(=O)(NCc1ccco1)c1ccc(Cl)nc1	0	2%	-22%	-3%	7%	-1%	-7%	-1%	?
CC(C)COc1ccc(C(=O)NNC(=O)c2ccc(=O)[nH]c2)cc1	-5	10%	8%	-3%	40%[activator]	-13%	-4%	-6%	-91%[12.7 µM]

# The list goes on.
SMILES	PI4K2A block	GLS inh	BAZ2B inh	JMJD2A Tudor inh	HP1b chromo inh	Pin1 inh	ERG Ets-DNA blk	Tb PGK inh	G9a inh
CCOC(=O)N/N=C\c1ccc(OC/C=C/c2ccccc2)cc1	-1	22%	-2%	-14%	32%	1%	-10%	-1%	-8%
CCC/C=N/NC(=O)c1cc(Br)ccc1O	-5	13%	6%	-10%	18%	1%	-4%	i	0%[59 µM]
Cc1ccc2oc3c(c(=O)c2c1)C(c1ccccc1F)N(c1ccccn1)C3=O (stereo unspecified)	-2	-3%	-1%	-6%	16%	-6%	8%	2%	-5%[59 µM]
COc1ccc(-c2sc(Nc3ccccc3)n[n+]2-c2ccc(F)cc2)cc1Br	-5	1%	-12%	?	7%	0%	2%	-2%	?
CCOC(=O)CSc1nc(N(C)C)nc(N(C)C#N)n1	2	14%	0%	-10%	30%	-6%	-6%	-1%	-39%[59 µM]
COc1ccc(OC)c(C2CC(c3ccccc3)=NN2C(=S)Nc2ccccc2)c1 (stereo unspecified)	-1	1%	-34%	?	8%	-4%	-10%	-4%	-30%
O=C(NCCCN1CCCC1=O)C(=O)Nc1cccc(F)c1	-1	-3%	-2%	7%	43%[activator]	-1%	-6%	-4%	2%
COc1ccc2oc(C(=O)Nc3cccc(S(=O)(=O)N4CCOCC4)c3)c(C)c2c1	9	-3%	7%	-27%	6%	14%	14%	-3%	-8%
CCCNC(=O)Nc1cccc(NC(C)=O)c1	2	-15%	0%	-5%	23%	-5%	0%	i	nt
CCN(CC)S(=O)(=O)c1cc(C(=O)Nc2cc(S(=O)(=O)N3CCOCC3)ccc2N2CCN(C)CC2)ccc1C	0	-1%	nt	-27%	8%	4%	3%	-4%	nt
CC(=O)Nc1cccc(NC(=O)C2CC(=O)N(CCc3ccc(F)cc3)C2)c1 (stereo unspecified)	-1	-11%	3%	-12%	21%	-3%	1%	-1%	7%
CCN(CC)S(=O)(=O)c1ccc(N2CCOCC2)c(NC(=O)C2CSC3(C)CCC(=O)N23)c1 (stereo unspecified)	-5	17%	-23%	-14%	17%	-2%	1%	i	8%
Cc1nonc1C1CCCN1C(=O)c1cc(COc2ccc(F)cc2F)on1 (stereo unspecified)	5	0%	3%	5%	68%[activator]	-1%	4%	i	8%
COc1ccc(-c2ncncc2-c2ccc(Cl)cc2)c(O)c1	0	12%	-14%	-17%	18%	-4%	14%	-9%	nt
COc1cc(N=Nc2c(C)n(C)n(-c3ccccc3)c2=O)ccc1N	-7	?	-25%	-10%	11%	34%[activator]	13%	2%	50µM*
Cc1ccc(NC(=O)C(CC(=O)O)C2CCCO2)c(C)c1 (stereo unspecified)	-3	1%	-3%	-8%	-5%	-4%	16%	-9%	4%[2.33 µM]
O=C(O)c1cc2c(cc1Cl)N1CCCCCC1=NS2(=O)=O	0	-3%	-14%	-19%	41%[activator]	0%	0%	4%	-36%
COc1cc(/C=C2\C(=O)N(C)C(=S)N2C)ccc1O	2	8%	1%	-6%	18%	37%[activator]	nt	0%	?
COc1ccc(-c2nc(CN3CCN(C(=O)c4ccco4)CC3)c(C)o2)cc1OC	-4	5%	14%[57.1 µM]	-19%	19%	0%	0%	i	56µM*
COc1nc(NCCN2CCOCC2)nc(Nc2ccc([N+](=O)[O-])cc2)n1	0	7%	-2%	-14%	5%	2%	-2%	-2%	-13%[59 µM]

# The final 2 compounds of the section before open the next one:
SMILES	PI4K2A block	GLS inh	BAZ2B inh	JMJD2A Tudor inh	HP1b chromo inh	Pin1 inh	ERG Ets-DNA blk	Tb PGK inh	G9a inh
COc1ccc(-c2nc(CN3CCN(C(=O)c4ccco4)CC3)c(C)o2)cc1OC	-4	5%	14%[57.1 µM]	-19%	19%	0%	0%	i	56µM*
COc1nc(NCCN2CCOCC2)nc(Nc2ccc([N+](=O)[O-])cc2)n1	0	7%	-2%	-14%	5%	2%	-2%	-2%	-13%[59 µM]
CC(=O)C1=C(O)C(=O)N(Cc2cccnc2)C1c1ccc(C(C)C)cc1 (stereo unspecified)	-1	7%	-32%	-11%	44%[activator]	-3%	-3%	0%	56µM*
Cc1ccc(S(=O)(=O)c2nc(S(=O)(=O)c3ccccc3)sc2N2CCN(CCO)CC2)cc1	0	0%	-25%	-19%	18%	1%	-7%	2%	8%
COc1cc(CNCc2cccnc2)ccc1OCc1ccccc1	-3	21%	-36%	-13%	2%	2%	-3%	5%	-39%
COc1cc(C2C(C(=O)Nc3ccccc3)=C(C)Nc3nnnn32)cc(OC)c1OC (stereo unspecified)	-2	0%	-1%	-11%	24%	15%	-2%	-6%	0%[59 µM]
N#Cc1nc(-c2ccco2)oc1N1CCN(c2ccccc2)CC1	-13	5%	13µM*	?	?	7%	-1%	0%	?
COc1ccc2[nH]c3c(c2c1)CCN1C(=O)N([C@@H](C)C(=O)NCCc2ccc(F)cc2)C(=O)[C@]31C	-8	2%	?	?	-8%	5%	15%	-1%	50µM*
Cc1cnc(C(=O)OCC(=O)c2ccc(Br)s2)cn1	1	-2%	6%	-19%	-14%	-12%	-3%	i	-10%
Cc1sc(NC(=O)CSc2nnc3scc(-c4ccccc4)n23)c(C#N)c1C	1	-16%	-37%	-28%	62%[activator]	59%[activator]	-1%	-5%	17%[59 µM]
CCOC(=O)c1cnn(-c2ccccc2)c1NC(=O)c1cccs1	-5	3%	0%	-8%	20%	8%	nt	0%	-4%[59 µM]

# Rows are unselected; any-hit rate near 11%.
